# CHOP UPR activ = activators of apoptotic arm of unfolded protein response (CHOP) | CHO-CHOP luciferase reporter, UPR activation, luminescence; percent of tunicamycin response over DMSO baseline | activation, % at 10 µM | 330,000 tested, 0.34% active | AID 449763;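 active = at 10 µM dose, activation of 40% or more, normalized to positive control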;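 also: 100% = tunicamycin at 10 µg/mL and 0% = DMSO alone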
#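 System: CHO-CHOP luciferase reporter cell line | Buffer or medium: F12 medium containing 10% fetal bovine serum | Doses: One dose, 10 µM in 0.5% DMSO | Times: 6 h compound exposure at 37 °C after overnight seeding | Signal: Luciferase luminescence | Read-out: % activation vs tunicamycin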
# CXCR6 block = blocks human CXCR6 beta-arrestin recruitment; O00574; CHO-K1 PathHunter CXCR6 beta-arrestin, luminescence; inhibition, % at 20 µM; 360,000 tested, 0.36% active; in the data active = inhibition above about 34%, passing the limit was not always enough;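 also: antagonist mode with CXCL16 agonist at 10 nM final; 0% = 10 nM CXCL16 with DMSO and 100% = unstimulated wells without agonist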
# Target sequence (O00574 whole entry, looked up): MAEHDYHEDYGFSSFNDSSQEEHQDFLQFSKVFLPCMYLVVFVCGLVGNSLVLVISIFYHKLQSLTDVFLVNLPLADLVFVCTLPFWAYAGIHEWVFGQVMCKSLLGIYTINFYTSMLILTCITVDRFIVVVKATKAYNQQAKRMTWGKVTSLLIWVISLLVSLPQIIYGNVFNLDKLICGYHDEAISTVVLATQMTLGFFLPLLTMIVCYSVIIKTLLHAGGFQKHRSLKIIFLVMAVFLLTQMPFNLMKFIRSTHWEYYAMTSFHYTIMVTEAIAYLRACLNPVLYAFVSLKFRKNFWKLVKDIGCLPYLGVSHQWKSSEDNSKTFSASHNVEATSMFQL
# tim10-1 inh = tim10-1 yeast growth inhibition; S. cerevisiae tim10-1 ts strain growth, BacTiter-Glo, 24 h; 330,000 tested, 2.2% active; inhibition, % at 20 µM;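 active = inhibition of at least 40%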;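 also: mutant grown at 25 °C; 0% = DMSO wells with yeast and 100% = wells holding no yeast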
# UPR XBP1 act = adaptive UPR (XBP1) activation. 330,000 tested, 0.33% active. CHO-XBP1 luciferase reporter, IRE1-XBP1 UPR activation, luminescence; percent of tunicamycin response, DMSO as zero. activation, % at 20 µM;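 active = versus positive control, 20 µM dose yields 30% or more activation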;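 also: 100% = tunicamycin at 10 µg/mL and 0% = DMSO only wells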
#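 Material: CHO cell line with stable XBP1 luciferase reporter; schedule: 16-18 h cell attachment at 37 °C, then 6 h compound exposure; signal: glow luminescence from Steady-Glo reagent; medium: serum-containing F12 medium, 10% FBS; benchmarks: tunicamycin 10 µg/mL and vehicle-only wells; read-out: percent activation relative to tunicamycin reference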
# APJ ag = APJ receptor agonism. P35414. CHO-K1 APJ PathHunter beta-arrestin, luminescence; 0% DMSO wells, 100% apelin. activation, % at 20 µM. 330,000 tested, 0.11% active;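 active = activation more than six SD over the plate average, tested at 20 µM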;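 also: 0% = DMSO alone and 100% = apelin-13 at 10 nM; some results filed as inactive read as strong as hits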
# Target sequence (P35414 whole entry, looked up): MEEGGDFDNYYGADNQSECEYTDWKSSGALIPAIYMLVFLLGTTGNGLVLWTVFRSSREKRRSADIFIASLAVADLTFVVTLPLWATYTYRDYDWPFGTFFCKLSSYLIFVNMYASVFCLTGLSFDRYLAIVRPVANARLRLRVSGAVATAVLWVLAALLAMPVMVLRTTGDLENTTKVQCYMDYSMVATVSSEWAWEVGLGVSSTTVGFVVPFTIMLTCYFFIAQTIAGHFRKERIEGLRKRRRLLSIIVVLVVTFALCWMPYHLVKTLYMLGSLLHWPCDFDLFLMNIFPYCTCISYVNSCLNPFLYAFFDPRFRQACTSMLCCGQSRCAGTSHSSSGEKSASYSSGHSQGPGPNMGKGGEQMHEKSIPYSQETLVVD
#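 Test system: CHO-K1 APJ beta-arrestin complementation cell line. Amount: cell density 1000 per well. Controls: DMSO negative, 10 nM Apelin-13 positive. Signal: luminescent beta-gal fragment complementation, chemiluminescent substrate. Read-out basis: agonist-driven arrestin binding to APJ. Timing: compound stimulation 90 min at 25 °C, detection 60 min.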
# tim23-1 inh = inhibits growth of tim23-1 mutant yeast; 330,000 tested, 1.3% active; inhibition, % at 20 µM; S. cerevisiae tim23-1 growth, BacTiter-Glo luminescence, 24 h;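 active = growth inhibition of the mutant yeast at or above 50%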;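 also: temperature-sensitive mutant grown at 25 °C; plate controls were DMSO-treated mutant yeast for no effect and medium wells lacking yeast for full effect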
# TIM10 inh = growth inhibitors of TIM10 yeast strain | S. cerevisiae TIM10 strain growth, BacTiter-Glo luminescence, 24 h | inhibition, % at 10 µM | 330,000 tested, 1.4% active | AID 463195;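 active = inhibition of 40% or more at the single tested concentration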;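 also: wild-type TIM10 isogenic control strain grown at permissive 25 °C; 0% = DMSO yeast wells and 100% = minimal medium wells without yeast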
# APJ antagonist = APJ receptor antagonism; P35414; CHO-K1 APJ beta-arrestin complementation, luminescence; inhibition, % at 20 µM; 330,000 tested, 0.32% active;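 active = inhibition above about 40% at 20 µM, limit read from the data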;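 also: cells challenged with 10 nM apelin-13 agonist together with compound; plate controls were apelin-13 plus DMSO wells for no effect and DMSO wells lacking apelin-13 for full effect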
# Mdm2-MdmX inh = inhibitors of human Mdm2/MdmX interaction; O15151+Q00987; SaOS-2 split-luciferase Mdm2/MdmX complementation, luminescence; inhibition, % at 8 µM; 330,000 tested, 3% active;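 active = inhibition of at least 50% at 8 µM in the primary screen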
# * hit, by the source's call; · = no result given. A portion of the library. The share of hits here may be higher or lower than overall.
SMILES,CHOP UPR activ,CXCR6 block,tim10-1 inh,UPR XBP1 act,APJ ag,tim23-1 inh,TIM10 inh,APJ antagonist,Mdm2-MdmX inh
CCOC(=O)c1sc(NC(=O)CN2C(=O)NC3(CC(C)CC(C)(C)C3)C2=O)c(C(=O)OCC)c1C (configuration not stated),2.2,8,12,-2,-1,8,-2,4,44
Cc1sc2ncnc(N3CCC(C(=O)NNC(=O)COc4ccccc4Cl)CC3)c2c1C,1.2,-18,22,-3,2,26,29,-6,29
O=C(COc1ccc([N+](=O)[O-])cc1)Nc1ccc2c(c1)OCO2,-0.2,10,-11,-1,-2,-9,-3,1,12
CC(=O)Nc1cccc(/C(C)=N/NS(=O)(=O)c2ccc(C)cc2)c1,-0.4,1,-8,2,-2,5,-17,-37,-17
Cc1ccc(NC(=O)CNC(=O)Cc2cccc3ccccc23)c(O)c1,1.3,2,-14,0,8,-13,-5,0,-8
Cc1cccc(N(CC(=O)NC(C)(C)C)C(=O)CCC(=O)Nc2nccs2)c1,0.7,-12,-1,-6,1,8,-7,16,9
CC(NC(=O)c1ccncc1)c1ccccc1 (configuration not stated),1.1,-5,-3,-5,-3,-7,-5,2,9
CCN(CC)CCN1C(=O)C(O)=C(C(=O)c2ccc(C)o2)C1c1ccccn1 (configuration not stated),12,·,-3,-2,2,11,4,12,8
O=C(NCCC1CCCCN1S(=O)(=O)c1ccc(Cl)cc1)C(=O)NCc1cccnc1 (configuration not stated),0.5,8,16,4,6,8,2,12,-34
Cn1c(=O)[nH]c(=O)c2c1nc(N1CCCCCC1)n2CCSc1nc2ccccc2o1,-0.4,5,13,5,3,33,8,-2,9
COc1ccc(C2/C=C\CN(C(=O)Oc3ccc(C(F)(F)F)cc3)CC(=O)N2Cc2ccc(F)cc2)cc1 (configuration not stated),1.1,1,12,1,-2,19,-1,-8,6
CN(C(=O)COc1cc(=O)n(C)c2ccccc12)c1ccc(Cl)cc1,-0.2,-1,22,0,-1,24,16,-28,21
CSc1ccccc1C(=O)N(CC1CCCO1)c1c(N)n(Cc2ccccc2)c(=O)[nH]c1=O (configuration not stated),1.4,4,-13,-1,-3,-12,-2,19,-8
CC1=C(C(=O)Nc2ccc(C)cc2)C(c2ccc(N(C)C)cc2)NC(=O)N1 (configuration not stated),11,-3,5,-1,3,16,7,-16,7
Cc1c(CC(=O)N[C@@H](C)C(=O)O)c(=O)oc2c(C)c3occ(-c4ccccc4)c3cc12,0.9,4,24,0,-1,24,26,0,2
COc1ccc(CC(=O)Nc2cc(C)on2)cc1OC,-3.4,8,-2,0,-5,-4,-7,4,-2
Cc1ccc2nc(NC(=O)CSCc3ccccc3)sc2c1,1.6,12,-6,0,3,-17,-39,-8,-6
CC(C)n1ncc2c(C(=O)Nc3ccc(S(C)(=O)=O)cc3)cc(C3CC3)nc21,-0.6,-6,21,4,-1,15,10,-5,15
N#Cc1c(C#N)c(O)c2ccccc2c1O,2.8,-9,-7,-4,3,18,8,-36,-14
CCCCCCCCCCCC(=O)N1CC(=O)NC(=O)C1,1.1,-1,11,-1,-4,27,18,-24,5
Cc1cc(C)c2oc(-c3cccc(N)c3)nc2c1,1.7,-8,14,3,-2,64*,-25,2,-91
NC(=O)CSc1nnc(-c2ccc(S(=O)(=O)N3CCCC3)cc2)n1Cc1ccco1,0.4,-4,8,2,2,5,0,-1,2
CC(=O)N1CCOc2ccc(S(=O)(=O)Nc3ccc(C)cn3)cc21,0.7,3,7,1,-3,4,3,5,9
COC(=O)c1cc(S(=O)(=O)N2CCN(c3ccccc3OC)CC2)cn1C,1.2,-5,10,-6,-3,14,-2,13,12
CC(c1nc2ccccc2c(=O)[nH]1)N1CCN(C)CC1 (configuration not stated),-0.7,5,6,-2,-1,14,5,10,-12

# Results in APJ antagonist, for 2 of the compounds above:
SMILES	APJ antagonist
N#Cc1c(C#N)c(O)c2ccccc2c1O	-36
CCCCCCCCCCCC(=O)N1CC(=O)NC(=O)C1	-24

# Structures from the list above with a furan ring, fused or not, in the order listed:
SMILES,CHOP UPR activ,CXCR6 block,tim10-1 inh,UPR XBP1 act,APJ ag,tim23-1 inh,TIM10 inh,APJ antagonist,Mdm2-MdmX inh
CCN(CC)CCN1C(=O)C(O)=C(C(=O)c2ccc(C)o2)C1c1ccccn1 (configuration not stated),12,·,-3,-2,2,11,4,12,8
Cc1c(CC(=O)N[C@@H](C)C(=O)O)c(=O)oc2c(C)c3occ(-c4ccccc4)c3cc12,0.9,4,24,0,-1,24,26,0,2
NC(=O)CSc1nnc(-c2ccc(S(=O)(=O)N3CCCC3)cc2)n1Cc1ccco1,0.4,-4,8,2,2,5,0,-1,2

# Next records follow:
SMILES,CHOP UPR activ,CXCR6 block,tim10-1 inh,UPR XBP1 act,APJ ag,tim23-1 inh,TIM10 inh,APJ antagonist,Mdm2-MdmX inh
CCCC1CC(CSc2ncn[nH]2)OC1=O (configuration not stated),0.3,-3,-17,-2,0,-5,9,7,10
CCCc1cc(=O)n2[nH]c(C)cc2n1,-1.2,8,8,2,-3,0,-10,6,2
O=C(C[n+]1ccc2ccccc2c1)c1cccc2ccccc12,-2.2,2,18,-1,-2,17,19,1,-6
COc1ccc(N(CC(=O)Nc2cccc3ccccc23)S(C)(=O)=O)cc1,1.5,-2,16,0,-3,9,-4,-4,-20
O=C1Nc2c(c(=O)[nH]c(=O)n2-c2ccccc2)C1(Nc1ncccn1)C(F)(F)F (configuration not stated),0.0,4,-21,-3,-2,-14,-5,4,15
COc1ccccc1CNc1ncnc2c1nnn2Cc1ccccc1,0.8,-2,24,0,-1,9,23,-5,0
O=c1c2c3c(sc2nc(NCCOCCO)n1Cc1ccco1)CCCCC3,0.3,0,7,1,1,25,21,-1,29
CCOC(=O)c1cnn(-c2nc(-c3ccc(F)cc3)cs2)c1C(F)(F)F,0.6,-12,25,-3,-2,23,45*,-6,7
O=C(c1ccco1)N1CCN(Cc2nc3ccc([N+](=O)[O-])cc3c(=O)n2-c2ccccc2F)CC1,0.5,-3,17,2,10,13,21,9,22
Cc1sc(Nc2ccc([N+](=O)[O-])cc2)nc1-c1c(C)n(C)n(-c2ccccc2)c1=O,0.1,14,13,-1,-5,21,26,18,20
Cc1coc2cc3oc(=O)c4c(c3cc12)CCCC4,-1.0,5,5,-5,-6,17,-2,14,-17
CCOC(=O)C1=C(COC(=O)/C=C/c2ccc(O)c(OC)c2)NC(=O)NC1C (configuration not stated),-0.7,-8,-1,-1,4,14,3,-37,-5
COc1ccc(N(C)S(=O)(=O)c2ccc(Cl)c(C(=O)NNC(=O)c3ccccc3O)c2)cc1,-1.7,-5,16,2,0,25,11,-38,29
Cc1ccc(C)c(NC(=O)CN(C)C(=O)c2ccccc2OCc2ccccc2Cl)c1,-0.4,17,27,1,9,40,11,-9,29
COc1ccc(-c2nc(CS(=O)CC(=O)NCCCN3CCCC3)c(C)o2)cc1OC (configuration not stated),-2.8,4,10,-1,-1,1,19,-21,25
COc1cccc(C(=O)NCCC(=O)NCc2cc(=O)n(C)c(=O)n2C)c1,1.7,2,12,-4,0,5,-8,-1,-12
O=[N+]([O-])c1ccc(OCCOc2ccccc2/C=N/n2cnnc2)cc1,-0.8,-14,8,1,-5,-1,30,1,21
Cc1ccc(N2CC(C(=O)Nc3ccc(N4CCOCC4)cc3)CC2=O)cc1C (configuration not stated),0.6,-12,9,-3,0,11,-14,5,9
CCOC(=O)c1ccc(NC2Nc3cc(C)nn3S2)cc1 (configuration not stated),3.7,2,17,1,1,-22,-19,-4,27
COc1ccc(CC(=O)Nc2ccc(N(C)C)c3ccccc23)cc1,0.6,-2,9,-4,4,22,9,-15,3
O=C(Nc1ccc(S(=O)(=O)N2CCCC2)cc1)Nc1ccc(F)cc1F,3.3,0,9,3,-4,18,14,-9,33
CNc1nc(Nc2ccc(C)c(Cl)c2)nc(N)c1[N+](=O)[O-],5.4,-3,-8,11,0,18,6,21,-79
COc1ccc(C2CC(=O)Oc3cc(OC)c(OC)c(OC)c32)cc1 (configuration not stated),1.7,0,0,0,·,20,-12,·,-5
O=C(NC1CCOCC1)C1CCC(=O)N(CCc2ccc(Cl)cc2)C1 (configuration not stated),1.4,-1,3,-3,-4,0,0,-4,14
O=C1C2CCCCN2C(=O)N1CCCCN1CCN(c2ccc(F)cc2)CC1 (configuration not stated),-0.7,-2,10,-3,-3,9,2,11,1
Cc1[nH][nH]c(=O)c1C(c1ccc(-c2ccc(Cl)c(Cl)c2)o1)c1c(C)[nH][nH]c1=O,1.7,5,35,2,-4,75*,-4,-7,30
CC1Cc2cc(S(=O)(=O)N3CCCC(C(=O)N4CCCCC4)C3)ccc2N1C(=O)C1CC1 (configuration not stated),0.2,-6,43*,-3,-2,27,-6,-12,21
Cc1cccc(OCC(=O)N2CCC(N3CCCCCC3)CC2)c1,-0.8,-2,2,0,-3,-10,0,-16,-1
COC(Cc1nnc(SC)n1-c1ccccc1)OC,-0.3,2,6,1,0,1,5,2,-14

# One compound at a time (already shown). Order of screens: CHOP UPR activ | CXCR6 block | tim10-1 inh | UPR XBP1 act | APJ ag | tim23-1 inh | TIM10 inh | APJ antagonist | Mdm2-MdmX inh
# COc1cccc(C(=O)NCCC(=O)NCc2cc(=O)n(C)c(=O)n2C)c1 in the list: 1.7 | 2 | 12 | -4 | 0 | 5 | -8 | -1 | -12
# O=C(C[n+]1ccc2ccccc2c1)c1cccc2ccccc12 in the list: -2.2 | 2 | 18 | -1 | -2 | 17 | 19 | 1 | -6

# For reference, some entries already given:
SMILES,CHOP UPR activ,CXCR6 block,tim10-1 inh,UPR XBP1 act,APJ ag,tim23-1 inh,TIM10 inh,APJ antagonist,Mdm2-MdmX inh
Cc1[nH][nH]c(=O)c1C(c1ccc(-c2ccc(Cl)c(Cl)c2)o1)c1c(C)[nH][nH]c1=O,1.7,5,35,2,-4,75*,-4,-7,30
CC1Cc2cc(S(=O)(=O)N3CCCC(C(=O)N4CCCCC4)C3)ccc2N1C(=O)C1CC1 (configuration not stated),0.2,-6,43*,-3,-2,27,-6,-12,21
Cc1cccc(OCC(=O)N2CCC(N3CCCCCC3)CC2)c1,-0.8,-2,2,0,-3,-10,0,-16,-1
COC(Cc1nnc(SC)n1-c1ccccc1)OC,-0.3,2,6,1,0,1,5,2,-14
